EPAC2 ag: agonists of human EPAC2 (RAPGEF4); Potency, µM (doses to about 154 µM), for the others: at the top dose activation, hits mostly activators; hit rate 0.079% among 360,000; EPAC2 activation, biochemical qHTS; response scale: 100% = 6.5 mM cAMP response; note: potency is the fitted concentration of half-maximal effect; nearly all actives have a fitted effect of over 50% in size
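Each well held 100 nM EPAC2, 250 nM RAP1B-BODIPY-GDP and 50 uM GDP. Fluorescence, read at 5-min intervals to 30 min, was referenced to a 6.5 mM cAMP positive control.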
EPAC2 antagonist: blocks human EPAC2 exchange factor; Potency, µM (highest dose often 114 µM), for inactives: at the top dose activity, negative = inhibition, usual class: inhibitors; EPAC2 GEF exchange of Rap1B-BODIPY-GDP, fluorescence; hit rate 0.18% among 360,000; note: potency is the fitted concentration of half-maximal effect; % is set by controls: 0 for no effect and ±100 for the full control effect; nearly all actives have a fitted effect of over 45% in size; many of its hits are not listed in these tables
Mm-Cpn inhibitor: inhibitors of Methanococcus maripaludis chaperonin (MmCpn) | purified Mm-Cpn ATPase, ADP Transcreener TR-FRET | Potency, µM (doses to about 76.9 µM), inactives show at the highest dose activity, negative = inhibition, usual class: inhibitors | hit rate 0.031% among 330,000 | AID 504842; note: potency is the fitted concentration of half-maximal effect; % is set by controls: 0 for no effect and ±100 for the full control effect; nearly all actives have a fitted effect of over 80% in size
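TR-FRET (320 nm excitation; 590 and 665 nm emission) reports ADP made from 10 uM ATP by 25 nM enzyme; compounds were preincubated 10 min, reaction run 30 min, both at 37°C.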
DRD3 agonist: D3 dopamine receptor (human) agonism | hit rate 0.58% among 410,000 | D3R DiscoveRx beta-arrestin cells, luminescence, 90 min | max activation, % | P35462 | AID 652048; in the data active = max activation above about 30%; note: 0% is about no effect; mostly tested at two doses, the higher about 12 µM
Target sequence (P35462 whole entry, looked up): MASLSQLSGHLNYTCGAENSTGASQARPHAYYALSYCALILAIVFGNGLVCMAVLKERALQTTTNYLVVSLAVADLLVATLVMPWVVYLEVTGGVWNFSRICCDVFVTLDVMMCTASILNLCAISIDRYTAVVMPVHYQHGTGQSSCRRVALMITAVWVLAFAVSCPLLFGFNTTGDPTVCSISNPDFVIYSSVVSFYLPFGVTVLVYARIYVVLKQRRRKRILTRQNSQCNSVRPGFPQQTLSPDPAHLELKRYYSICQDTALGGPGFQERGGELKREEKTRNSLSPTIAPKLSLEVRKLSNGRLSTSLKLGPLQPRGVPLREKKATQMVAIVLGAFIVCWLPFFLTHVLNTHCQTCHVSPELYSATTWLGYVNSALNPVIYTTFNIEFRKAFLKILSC
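Agonist mode: compounds and dopamine controls were applied to plated cells for 90 min at 37 degrees C after an overnight attachment at 1500 cells/well. Luminescent read-out followed 30 - 60 minutes at room temperature with DiscoveRx detection reagent.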
CCT modulator: changes cytosolic chaperonin activity | activity change, % (concentration not given with the values), hits read low | purified chaperonin ATPase assay, HTRF ADP detection, 30 min | AID 651819 | hit rate 0.3% among 360,000; in the data active = activity change below about -30%; note: % is set by controls: 0 for no effect and ±100 for the full control effect
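Enzyme 40 or 20 nM (batch-dependent) in Tris pH 7.4/KCl/MgCl2/DTT; cpd 76 uM single point; ATP 10 uM; 30 min 37 °C; Transcreener ADP HTRF detection, 30 min RT; ratio 665/615.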
Akt phos inh: blocks phosphorylation of Akt; Neuro2A IGF-stimulated pAkt S473 HTRF, 20 min; active compounds read low; activity change, % for hits at 50 µM; hit rate 0.32% among 360,000; in the data active = activity change below about -80%; inconclusive = mostly about -51% to -80%; note: % is set by controls: 0 for no effect and ±100 for the full control effect
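Neuro2A cells (4,500/well, DMEM with 0.5% FBS) were treated with compound at a single 50 µM final concentration, stimulated with 6 nM IGF for 20 min at 37 °C, and lysed. Phospho-Akt Ser473 was read by HTRF as 665/615 ratio ×10^4.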
DRD3 antagonist: antagonists of human D3 dopamine receptor | AID 652054 | hit rate 2.5% among 360,000 | D3R cells, DiscoveRx beta-arrestin luminescence, antagonist mode; active compounds read low | P35462 | max response, negative = inhibition, %; in the data active = max response below about -50%; inconclusive = no clear call, values can overlap the other calls; note: % is set by controls: 0 for no effect and ±100 for the full control effect; mostly tested at two doses, the higher about 12 µM
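Cells plated overnight at 1500 cells/well, then exposed to library compounds with dopamine controls for 90 minutes at 37 degrees C. DiscoveRx reagent added for 30–60 minutes at room temperature; luminescence read, quantitative HTS format.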
PTHR1 ag: agonists of human PTHR1 parathyroid hormone receptor | Potency, µM (top dose mostly 115 µM), without a hit: at the highest dose activation, usual class: activators | Q03431 | HEK293 GP2 PTHR1 cells, GloSensor cAMP luminescence, 1 h | hit rate 0.075% among 410,000; note: potency is the fitted concentration of half-maximal effect; nearly all actives have a fitted effect of over 55% in size; some results filed as inactive show a strong effect at the top dose; inactives centre near -15; many of its hits are not listed in these tables
Target sequence (Q03431 whole entry, looked up): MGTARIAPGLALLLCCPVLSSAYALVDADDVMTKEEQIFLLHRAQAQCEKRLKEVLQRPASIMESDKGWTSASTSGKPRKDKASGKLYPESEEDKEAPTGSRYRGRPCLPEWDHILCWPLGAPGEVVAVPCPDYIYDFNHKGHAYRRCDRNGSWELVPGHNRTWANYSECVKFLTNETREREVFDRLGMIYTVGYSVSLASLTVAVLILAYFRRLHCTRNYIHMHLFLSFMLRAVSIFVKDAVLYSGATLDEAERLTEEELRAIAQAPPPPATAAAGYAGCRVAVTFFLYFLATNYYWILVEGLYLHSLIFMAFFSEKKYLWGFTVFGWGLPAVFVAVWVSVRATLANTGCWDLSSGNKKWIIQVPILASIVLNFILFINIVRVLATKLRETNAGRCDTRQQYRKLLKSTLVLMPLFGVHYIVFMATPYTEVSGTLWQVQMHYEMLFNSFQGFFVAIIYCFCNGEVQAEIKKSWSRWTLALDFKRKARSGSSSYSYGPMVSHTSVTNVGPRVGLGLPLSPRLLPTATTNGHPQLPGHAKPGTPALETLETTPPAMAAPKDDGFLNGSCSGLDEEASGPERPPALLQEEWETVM
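HEK-293-derived GP2 cells expressing PTHR1 and a GloSensor cAMP reporter, 3,000/well, plated overnight, given luciferin plus IBMX (each 0.5 mM as added) for 1 h at 37 °C, then compound for 1 h at 37 °C. Luminescence was read after 15 min at room temperature.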
* = called active by the depositor; & = joins results of further samples; [ ] = remark or other dose. Unless noted, calls come from the whole dose curve; as a rule, active = well fitted curve in the direction sought with a large enough effect; inconclusive = small, poorly fitted or top-dose-only effect, or another doubt; inactive = no such curve, though single readings can be large; an effect the other way counts as inactive or inconclusive. Some of the compounds tested. The share of hits here may be higher or lower than overall.

Screening COCC(=O)N1CCN(c2nc3ccccc3o2)CC1 returned EPAC2 ag -1%, EPAC2 antagonist 5%, Mm-Cpn inhibitor -1%, DRD3 agonist -5, CCT modulator -0.6, Akt phos inh inactive, DRD3 antagonist -3 and PTHR1 ag -5%.
`C[C@H]1CN([C@@H](C)CO)C(=O)CCCn2nncc2CO[C@@H]1CN(C)C(=O)Nc1ccc2c(c1)OCO2` gave EPAC2 ag 7%, EPAC2 antagonist 0%, DRD3 agonist 5, CCT modulator -2.2, Akt phos inh inactive, DRD3 antagonist 12 and PTHR1 ag -25%.
Screening CC(C)NC(=O)Nc1ccc2c(c1)C(=O)N([C@H](C)CO)C[C@H](C)[C@@H](CN(C)C(=O)Nc1ccc(C(F)(F)F)cc1)O2 returned EPAC2 ag -5%, EPAC2 antagonist 8%, Mm-Cpn inhibitor 1%, DRD3 agonist 4, CCT modulator -2.1, Akt phos inh inactive, DRD3 antagonist -5 and PTHR1 ag inactive.
For CC(=O)Nc1cc[n+](C(C)C(=O)c2ccc(Cl)cc2)cc1 (stereo not drawn) the results were EPAC2 ag 1%, EPAC2 antagonist 6%, Mm-Cpn inhibitor 0%, DRD3 agonist -19, CCT modulator 0.2, Akt phos inh inactive, DRD3 antagonist -87* and PTHR1 ag inactive.
`CCOC(=O)c1cc(C)nc(SC)c1C#N` gave EPAC2 ag 3%, EPAC2 antagonist -11%, Mm-Cpn inhibitor -3%, DRD3 agonist 24, CCT modulator -0.5, Akt phos inh inactive, DRD3 antagonist 6 and PTHR1 ag inactive.
For Cc1ccc(S(=O)(=O)N(NC2=NS(=O)(=O)c3ccccc32)C(=O)c2ccccc2)cc1 the results were EPAC2 ag 6%, EPAC2 antagonist 4%, Mm-Cpn inhibitor 1%, DRD3 agonist -11, CCT modulator -1.3, Akt phos inh inactive, DRD3 antagonist -21 and PTHR1 ag -25%.
Screening CC(=O)NC1=NN(C(C)=O)C(c2ccc(C(C)C)cc2)S1 (stereo not drawn) returned EPAC2 ag -8%, EPAC2 antagonist 0%, Mm-Cpn inhibitor 0%, DRD3 agonist 8, CCT modulator 1.4, Akt phos inh inactive, DRD3 antagonist 22 and PTHR1 ag -8%.
Screening CCOC(=O)Cn1c(CN(C)Cc2ccccc2)nc2c1c(=O)n(C)c(=O)n2C returned EPAC2 ag 1%, EPAC2 antagonist 4%, DRD3 agonist 0, CCT modulator -0.8, Akt phos inh inactive, DRD3 antagonist -2 and PTHR1 ag -4%[57.5 µM].
For CCn1c(SCC(=O)c2ccc3ccccc3c2)nnc1-c1ccco1 the results were EPAC2 ag 12%, EPAC2 antagonist -8%, Mm-Cpn inhibitor -14%, DRD3 agonist 3, CCT modulator -1.5, DRD3 antagonist 8 and PTHR1 ag inactive.
Cn1cccc1Cc1nnc(SCC(=O)NCc2ccco2)n1CCc1ccccc1 was read as EPAC2 ag 15%, EPAC2 antagonist -12%, Mm-Cpn inhibitor -2%, DRD3 agonist -19, CCT modulator -2.6, Akt phos inh inactive, DRD3 antagonist -14 and PTHR1 ag -21%[57.5 µM].
Screening Cc1ccc(OCCOCCNC(C)(C)C)c([N+](=O)[O-])c1 returned EPAC2 ag 4%, EPAC2 antagonist 1%, Mm-Cpn inhibitor 1%, DRD3 agonist -16, CCT modulator -0.7, Akt phos inh inactive, DRD3 antagonist inconclusive and PTHR1 ag 20%.
For CC1CCCC(NC(=O)CC2Nc3ccccc3NC2=O)C1C (stereo not drawn) the results were EPAC2 ag 2%, EPAC2 antagonist -6%, Mm-Cpn inhibitor 3%, DRD3 agonist -4, CCT modulator -4.2, Akt phos inh inactive, DRD3 antagonist -18 and PTHR1 ag inactive.
For O=[N+]([O-])c1cc(C(F)(F)F)cc([N+](=O)[O-])c1Sc1n[nH]c(C(F)(F)F)n1 the results were EPAC2 ag inconclusive, EPAC2 antagonist -16%, Mm-Cpn inhibitor -4%, DRD3 agonist -17, CCT modulator -1.1, Akt phos inh inactive, DRD3 antagonist inconclusive and PTHR1 ag -45%[inhibitor].
CCC1C(=O)NCCN1C(=O)c1ccc2nc(Cc3ccc(OC)cc3)oc2c1 (stereo not drawn) was read as EPAC2 ag 2%, EPAC2 antagonist 2%, Mm-Cpn inhibitor -3%, DRD3 agonist -5, CCT modulator 2.7, Akt phos inh inactive, DRD3 antagonist 10 and PTHR1 ag -40%[inhibitor].
`COc1ccccc1CCn1cnc(-c2ccc(Br)cc2)c1C(C)C` gave EPAC2 ag 22%, EPAC2 antagonist inconclusive, DRD3 agonist 0, CCT modulator -1.4, Akt phos inh inactive, DRD3 antagonist 2 and PTHR1 ag -22%.
For COc1cc(CCc2ccc3c(c2)OCO3)oc(=O)c1 the results were EPAC2 ag -4%, EPAC2 antagonist 2%, Mm-Cpn inhibitor 2%, DRD3 agonist -1, CCT modulator 0.5, Akt phos inh inactive, DRD3 antagonist 2 and PTHR1 ag -32%[inhibitor].
For COc1cc(NC(=O)COC(=O)CCOc2ccc(C)cc2)cc(OC)c1 the results were EPAC2 ag 10%, EPAC2 antagonist -2%, Mm-Cpn inhibitor 0%, DRD3 agonist 3, CCT modulator -0.2, Akt phos inh inactive, DRD3 antagonist 23 and PTHR1 ag inactive.
Screening CCOc1c2ccc(C(=O)NCc3ccc4c(c3)OCO4)cc2nn1CCOC returned EPAC2 ag 11%, EPAC2 antagonist 9%, Mm-Cpn inhibitor -13%, DRD3 agonist 18, CCT modulator -0.7, Akt phos inh inactive, DRD3 antagonist -9 and PTHR1 ag inactive.
For CCOc1ccccc1/C=N/OCC(=O)NCc1ccc(F)cc1 the results were EPAC2 ag 1%, EPAC2 antagonist -21%, Mm-Cpn inhibitor 1%, DRD3 agonist 0, CCT modulator 3.2, Akt phos inh inactive, DRD3 antagonist 9 and PTHR1 ag inactive.
For COc1cccc(NC(=O)C(=O)c2cn(CC(=O)N3CCOCC3)c3ccccc23)c1 the results were EPAC2 ag 16%, EPAC2 antagonist -19%, Mm-Cpn inhibitor -9%, DRD3 agonist 5, CCT modulator -2.0, DRD3 antagonist 3 and PTHR1 ag -29%.
For CCOC(=O)c1c(NC(=O)C(=O)N/N=C/c2ccc(O)c(OC)c2)sc2c1CCCCC2 the results were EPAC2 ag -9%, EPAC2 antagonist -1%, Mm-Cpn inhibitor -7%, DRD3 agonist 8, CCT modulator 0.9, Akt phos inh inactive, DRD3 antagonist 23 and PTHR1 ag -23%.
CCOC(=O)C1CCN(S(=O)(=O)c2ccc3c4c(cccc24)C(=O)N3CC)CC1 was read as EPAC2 ag -3%, EPAC2 antagonist -4%, Mm-Cpn inhibitor -3%, DRD3 agonist 7, CCT modulator 0.5, Akt phos inh inactive, DRD3 antagonist 7 and PTHR1 ag -22%.
Screening CC1=CC(=O)C(Sc2ccc(C)cc2)=CC1=O returned EPAC2 ag 19%, EPAC2 antagonist -2%, DRD3 agonist -13, CCT modulator -2.4, Akt phos inh inactive, DRD3 antagonist -92* and PTHR1 ag -38%[inhibitor].
Screening COc1ccc(-c2nc3ccccc3c(=O)[nH]2)cc1 returned EPAC2 ag 4%, EPAC2 antagonist -8%, Mm-Cpn inhibitor -1%, DRD3 agonist 4, CCT modulator 1.4, Akt phos inh inactive, DRD3 antagonist 13 and PTHR1 ag -1%.
Screening CCn1c(CCCNC(=O)c2ccco2)nc2ccccc21 returned EPAC2 ag 1%, EPAC2 antagonist -2%, Mm-Cpn inhibitor 1%, DRD3 agonist -4, CCT modulator -0.8, Akt phos inh inactive, DRD3 antagonist -4 and PTHR1 ag 25%.
COc1ccccc1C1CC(=O)NC(C)=C1C(=O)OCC(C)C (stereo not drawn) was read as EPAC2 ag 2%, EPAC2 antagonist -4%, Mm-Cpn inhibitor 1%, DRD3 agonist -11, CCT modulator 0.5, Akt phos inh inactive, DRD3 antagonist 0 and PTHR1 ag -7%.
CC1CC(c2ccccc2)n2nc(N3C(=O)c4ccccc4C3=O)nc2N1 (stereo not drawn) was read as EPAC2 ag -2%, EPAC2 antagonist 9%, Mm-Cpn inhibitor 1%, DRD3 agonist 9, CCT modulator 2.9, Akt phos inh inactive, DRD3 antagonist 51 and PTHR1 ag -15%.
For Cc1cc(C(=O)CN(Cc2ccc(F)cc2)S(=O)(=O)c2ccc3c(c2)OCCO3)c(C)n1C the results were EPAC2 ag 5%, EPAC2 antagonist -1%, Mm-Cpn inhibitor 0%, DRD3 agonist 3, CCT modulator -0.2, DRD3 antagonist 16 and PTHR1 ag inactive.
Screening C(=N\n1cnnc1)/c1ccc(N2CCOCC2)cc1 returned EPAC2 ag 5%, EPAC2 antagonist 2%, Mm-Cpn inhibitor -2%, DRD3 agonist 2, CCT modulator -0.9, DRD3 antagonist 30 and PTHR1 ag -13%[57.5 µM].
Screening CCOc1ccc(NC(=O)CCCN2C(=O)C(c3ccccc3)Oc3cccnc32)cc1 (stereo not drawn) returned EPAC2 ag -3%, EPAC2 antagonist -5%, Mm-Cpn inhibitor -2%, DRD3 agonist 0&4, CCT modulator -0.4, Akt phos inh inactive, DRD3 antagonist 5 and PTHR1 ag -1%&-21%.
For CCCc1cn(CC(C)n2c(=O)c3ccccc3n2Cc2cc(C(C)C)no2)nn1 (stereo not drawn) the results were EPAC2 ag 2%, EPAC2 antagonist 5%, DRD3 agonist -4, Akt phos inh inactive, DRD3 antagonist 5 and PTHR1 ag -7%.
For O=C(CCc1ccccc1)OCCN1CCOCC1 the results were EPAC2 ag -11%, EPAC2 antagonist 3%, Mm-Cpn inhibitor 1%, DRD3 agonist 6, CCT modulator -1.3, Akt phos inh inactive, DRD3 antagonist 0 and PTHR1 ag inactive.
CCc1ccc(C(=O)COC(=O)c2n[nH]c3ccccc23)cc1 was read as EPAC2 ag 7%, EPAC2 antagonist -8%, Mm-Cpn inhibitor -4%, DRD3 agonist 10, CCT modulator -4.2, Akt phos inh inactive, DRD3 antagonist 15 and PTHR1 ag -35%[inhibitor].
C=CCn1c(C(C)C)nc2ccccc21 was read as EPAC2 ag 3%, EPAC2 antagonist 3%, Mm-Cpn inhibitor 4%, DRD3 agonist -19, CCT modulator -1.6, Akt phos inh inactive, DRD3 antagonist inconclusive and PTHR1 ag -36%[inhibitor].
`Cc1nc2ccc(Br)cn2c(=O)c1Cl` gave EPAC2 ag -1%, EPAC2 antagonist 20%, Mm-Cpn inhibitor -2%, DRD3 agonist 4, CCT modulator -0.2, Akt phos inh inactive, DRD3 antagonist 7 and PTHR1 ag -4%[57.5 µM].

From PubChem BioAssay
